TbREL1 primary – TbREL1 RNA ligase inhibitors, primary screen, biochemical, FRET fluorescence | actives 0.49% (n = 89,000) | TbREL1 RNA ligation | RNA-editing ligase 1, mitochondrial (Trypanosoma brucei brucei), P86926 | inhibition, % at 9.66 µM;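 active means inhibition above the mean inhibition across all screened compounds plus 3 SD, cut at about 11% in these data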;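 further: 0% = plate median of test wells and 100% = NSC42067 control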
Target sequence (P86926 whole entry, looked up): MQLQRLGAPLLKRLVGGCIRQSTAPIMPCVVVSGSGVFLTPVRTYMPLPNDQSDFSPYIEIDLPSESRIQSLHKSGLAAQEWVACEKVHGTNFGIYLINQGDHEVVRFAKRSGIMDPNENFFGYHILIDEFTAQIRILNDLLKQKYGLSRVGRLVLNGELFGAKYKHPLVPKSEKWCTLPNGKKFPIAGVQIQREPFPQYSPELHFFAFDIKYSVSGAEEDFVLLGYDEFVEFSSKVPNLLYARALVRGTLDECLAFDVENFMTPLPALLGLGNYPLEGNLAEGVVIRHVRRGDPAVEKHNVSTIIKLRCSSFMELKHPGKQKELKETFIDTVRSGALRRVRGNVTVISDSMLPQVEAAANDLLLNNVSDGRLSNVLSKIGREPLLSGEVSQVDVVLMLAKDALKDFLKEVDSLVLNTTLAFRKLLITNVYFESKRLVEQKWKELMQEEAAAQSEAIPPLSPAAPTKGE
* = called active by the depositor.

SMILES | TbREL1 primary
CC(C)CNC(=O)COC(=O)CCC(=O)c1ccc(Cl)cc1 | -2
Cc1cccc(C(=O)NCC(=O)N2CCC2)c1 | 7
C=CCNC(=O)c1cccc(Br)c1 | 4
CC(CCc1ccccc1)NC(=O)c1ccc(NC(=O)c2cccc(Br)c2)cc1 (stereo not given) | 1
C[C@H](CO)N1C[C@H](C)[C@@H](CN(C)S(=O)(=O)c2ccccc2)Oc2ccc(NS(=O)(=O)c3ccc(F)cc3)cc2C1=O | -2
CCOC(=O)C1CCN(C(=O)C(C)(C)NC(=O)Nc2ccccc2Cl)CC1 | 0
CC(=NNc1ccc([N+](=O)[O-])cn1)c1ccc(N)cc1 | -3
O=C(CSc1nnc(-c2ccccc2)c(-c2ccccc2)n1)N1CCc2ccccc21 | 0
O=C(c1ccccc1Sc1ccc([N+](=O)[O-])cc1)N1CCCCC1 | -2
CCCCc1nc(SCC(=O)Nc2nnc(C(C)C)s2)n[nH]1 | 4
Cc1cc(NO)nc(-c2ccc(Br)cc2)n1 | 0
COc1cccc(NC(=O)CSc2nnc(C)s2)c1 | -1
O=C(Nc1ccccc1)Nc1nc2ncccn2c1-c1ccc(F)c(F)c1 | 4
Cc1ccc(CNC(=O)O[C@H]2CC[C@@]34CCCN3C(=O)CCC[C@H]4C2)o1 | -5
CCCSc1nnc2n(C)c(=O)c3c4c(sc3n12)CCC4 | -1

Carrying on.
SMILES | TbREL1 primary
Cc1ccsc1/C=N/NC(=O)CNC(=O)c1c(F)cccc1Cl | 1
O=c1c(Cc2ccc(Cl)cc2Cl)c(O)ccn1CCCN1CCOCC1 | -2
O=C(COC(=O)c1c(Cl)cccc1Cl)NCC1CCCO1 (stereo not given) | 2
NC(=O)[C@@H]1CCCN1C(=O)c1ccc2oc(CCc3ccccc3)nc2c1 | -1
OCCN1CCN(c2ncnc3scc(-c4ccc(F)cc4)c23)CC1 | 0
CCOC(=O)c1ccccc1NC(=O)/C(C)=C/C(=O)O | 4
Cc1ccc(-c2nc(S(=O)(=O)c3ccccc3)c(SCC(=O)NCC3CCCO3)o2)cc1 (stereo not given) | 2
O=C1c2cccc(-c3ccc(C(F)(F)F)cc3)c2C2CCCCN12 (stereo not given) | 0
CCCCN1C(=O)C(=O)N(CC(=O)Nc2ccccc2C(=O)OCC)C1=O | -2
CCc1ccccc1N(CC)C(=O)C1CCN(c2ncnc3c2nc2n3CCCCC2)CC1 | 3
O=c1c(Cl)c(N2CCOCC2)cnn1-c1ncc(C(F)(F)F)cc1Cl | 0
CCN(CC)C(=O)C1CCCN(Cc2ccc3c(c2)OCO3)C1 (stereo not given) | 1
Cc1cccc(Cn2ccc(NC(=O)c3ccc4c(c3)OCO4)n2)c1 | 7
O=C(O)CC1(CC(=O)Nc2ccc3sccc3c2)CCCCC1 | -4
COc1ccc(C(=O)C(OC(=O)c2ccc(C)c(NC(C)=O)c2)c2ccccc2)cc1 (stereo not given) | -4

(listing goes on)
SMILES | TbREL1 primary
C/C(=N\NC(=O)CNc1cccc(C)c1)c1ccc(Br)s1 | -1
Fc1ccc(CN2CC[C@H]3C=CCc4cccc(c43)C2)cc1 | 0
COc1ccccc1CC(NC(C)=O)C(=O)NC1CCN(S(=O)(=O)c2ccccc2)CC1 (stereo not given) | -1
O=C1OCC(CO)(CO)N=C1NNc1ccccc1[N+](=O)[O-] | -4
Cc1cc(C)c2[nH]c(O)c(N=NC3=NC(=O)CS3)c2c1 | 2
Cc1c(Br)c([N+](=O)[O-])nn1CCCC(=O)N1CCN(c2ccccc2)CC1 | -3
COCCCNc1nc2c(-c3ccc(Cl)cc3)nnn2c2ccccc12 | 2
CCOc1ccccc1NC(=O)c1ccccc1-c1nc(-c2ccccc2OC)no1 | -4
CC(C)(C)N1C(=O)c2ccc(C(=O)NCc3ccco3)cc2C1=O | 1
CC1(C)Cc2c(sc(NC(=O)C(=O)NCC3CCCO3)c2C(=O)O)CO1 (stereo not given) | 8
COc1ccc(C(=O)OCC(=O)NC2CCCCCCC2)cc1OC | -1
COc1ccc2ccc(C(C)(C(C)=O)C(=O)OC(C)C)cc2c1 (stereo not given) | 2
O=C(NNS(=O)(=O)c1ccc2ccccc2c1)c1cccs1 | 0
COc1cnn(Cc2ccccc2)c(=O)c1SCc1ccccc1 | -5
Cc1cc(C=O)c(C)n1-c1ccc(N2CCCC2)c([N+](=O)[O-])c1 | 1

Further records
SMILES | TbREL1 primary
CCN(CC)CCn1c2c(c(SCC(=O)Nc3nc4ccccc4s3)nc1=O)CCC2 | 0
CC(C)Oc1ccc(CNCCC2(C(C)C)CCOC(C)(C)C2)cc1 (stereo not given) | 2
COc1ccc(OC)c(S(=O)(=O)N2CCC(C(=O)N3CCN(C4CCCCC4)CC3)CC2)c1 | -3
COc1cc(C(=O)Nc2ccc(NC(=O)c3cccc(Cl)c3)nc2)cc(OC)c1OC | 2
Cc1ccc(Nc2nc(N)nc(CN3CCN(Cc4ccccc4)CC3)n2)cc1Cl | -5
COc1cc2cc(CCCOC(=O)c3ccc(Br)cc3)oc(=O)c2cc1OC | 2
O=C(NCc1nnc(SCC(=O)N2CCN(c3ccccc3)CC2)o1)c1ccco1 | 1
O=C1CN(C(=O)c2ccc(Br)o2)C(c2ccccc2)c2cc(Cl)ccc2N1 (stereo not given) | -1
Nc1nc(C2CC(=O)OC23CCCCC3)cs1 (stereo not given) | -1
CCCCCC(=O)Nc1cccc(C2=NOC3(C2)C[C@@H](C(N)=O)N(C(=O)Cc2ccc([N+](=O)[O-])cc2)C3)c1 (stereo not given in full) | 0
Cc1ccc(SCC(=O)NCc2ccco2)cc1 | -3
COC(=O)c1ccccc1NC(=O)CSc1nnnn1C | 0
Cc1ccc(C(=O)NC(Cc2cccc(C(F)(F)F)c2)C(=O)O)cc1 (stereo not given) | -3
CCCCN(C)C(=O)c1sc(=O)n(Cc2ccccc2F)c1C | 2
CCCc1nc2oc3ccccc3c(=O)c2c(=O)n1-c1ccc(C)cc1 | 4

Next results follow:
SMILES | TbREL1 primary
COc1ccc(C(=O)N/C(=C\c2ccccc2)C(=O)Nc2ccccc2C(=O)O)cc1 | 1
[O-][n+]1onc2c1CCc1[nH]c(-c3ccccc3)nc1-2 | 8
Cc1ccc(C(=O)Oc2ccc([N+](=O)[O-])cc2)cc1S(=O)(=O)N1CCCCCC1 | 3
CCC[C@H]1[C@@H](OC(=O)NCc2ccco2)CC[C@@]23CCCN2C(=O)CCC[C@@H]13 | -3
CCOC(=O)N1CCN(c2c(NCc3cccs3)c(=O)c2=O)CC1 | 0
O=C(NCc1ccccc1Cl)C1CCCN(c2nc3ccccc3o2)C1 (stereo not given) | -2
COc1cc(OC)cc(C(=O)NCCOC23CC4CC(CC(C4)C2)C3)c1 | -2
N#CC(c1cccc([N+](=O)[O-])c1)C(CC(=O)c1ccccc1)c1ccccc1 (stereo not given) | 3
O=C(Nc1ccc(Cc2ccc(NC(=O)N3CCOCC3)cc2)cc1)N1CCOCC1 | 0
Cc1cc(C)n(-c2ccc(C(=O)N3CCN(S(=O)(=O)c4ccc(OC(F)(F)F)cc4)CC3)cc2)n1 | -1
COC(=O)c1cc(NC(=O)Cn2c(=O)cnc3ccccc32)cc(C(=O)OC)c1 | -5
COC(=O)C1=C(C)N=c2s/c(=C/c3cccs3)c(=O)n2C1c1ccc(F)cc1 (stereo not given) | 2
COC(=O)C1=C(C)Nc2ncnn2C1c1ccc(C)o1 (stereo not given) | 1
COc1ccc(S(=O)(=O)N(C)C)cc1NC(=O)Cc1ccc(S(=O)(=O)N2CCOCC2)s1 | 0
CCCN1C(=O)c2cc(C(=O)NC3CCCC3)ccc2C1O (stereo not given) | -1

Other results
SMILES | TbREL1 primary
CC(C)C(=O)NC(=O)[C@@H]1CCCN1C(=O)/C=C/c1ccccc1 | -1
COCCn1c(=O)[nH]c2cc(C(=O)N3CCN(c4cccc(C)c4C)CC3)ccc2c1=O | -3
COc1ccc(Cn2c(=S)[nH]c3cc(C(=O)NCCCN4CCOCC4)ccc3c2=O)cc1 | -8
CC(NC(=O)c1ccco1)C1CCCO1 (stereo not given) | 7
Cc1c(C(c2ccc(O)cc2)c2c(C)n(C)n(-c3ccccc3)c2=O)c(=O)n(-c2ccccc2)n1C | -1
O=C(CSc1ccccc1C(=O)O)Nc1cccc(C(=O)O)c1 | -1
O=S(=O)(c1ccc(F)cc1)N1CCN(c2ncccn2)CC1 | 1
Cc1cccc(-c2nnc(SCCOc3ccc4c(C)cc(=O)oc4c3)o2)c1 | 2
COc1ccc(-c2nnc3ccc(SCC(=O)Nc4cc(C)on4)nn23)cc1OC | 4
COc1cc(N)c2ncccc2c1OC | 0
CCCCOc1ccc(NC(=O)C(=O)NCCC2=CCCCC2)cc1 | 2
Cc1nnc2n(-c3ccccc3)c(=O)c3c4c(sc3n12)COC(C)(C)C4 | 2
CCOC(=O)C1CCCN(CC(O)COC(c2ccccc2)c2ccccc2)C1 (stereo not given) | -1
CC1CCN(CC(O)COc2ccc(F)cc2)CC1 (stereo not given) | 2
Cc1cc(=O)c2c(O)c(O)ccc2o1 | 1

Three compounds already listed, sorted by count of non-hydrogen atoms, low to high:
SMILES | TbREL1 primary
COc1cc(N)c2ncccc2c1OC | 0
CCCCOc1ccc(NC(=O)C(=O)NCCC2=CCCCC2)cc1 | 2
COc1ccc(Cn2c(=S)[nH]c3cc(C(=O)NCCCN4CCOCC4)ccc3c2=O)cc1 | -8

New compounds follow.
SMILES | TbREL1 primary
CCOC(=O)c1c(NC(=O)C(=O)N/N=C/c2ccccc2O)sc2c1CCCCC2 | -1
COC(=O)[C@@H]1C[C@H]2CC[C@H](O)C[C@H]2N1Cc1ccc(-c2ccccc2)cc1 | -2
CCOc1ccc(NC(=O)Cn2nnc(C(=O)NCc3ccccc3OC)c2N)cc1 | 2
COCCCn1cc(CN2CC(N(C)C)CS2(=O)=O)nn1 (stereo not given) | -1
Cc1nn(C)c(C)c1Nc1ccc(N2C(=O)C3CC=CCC3C2=O)cc1[N+](=O)[O-] (stereo not given) | 8
O=C1NC[C@@H](Cc2ccc(O)cc2)N(CCc2cccc3ccccc23)C1=O | -3
c1cncc(-c2ccc3[nH]ccc3c2)c1 | -3
CCc1nnc2c(N(C)S(=O)(=O)c3ccc(C)cc3)nc3ccccc3n12 | 2
COc1ccc(C2/C=C\CN(C(=O)C3CC3)CC(=O)N2Cc2ccc(F)cc2)cc1 (stereo not given) | -4
CC(=O)Nc1ccc(NC(=O)C2CCCN2S(=O)(=O)c2cccc3nsnc23)cc1 (stereo not given) | 0
N/C(=N\O)c1ccc(NC(=O)c2ccc(Br)o2)cc1 | 0
Cc1ccc(S(C)(=O)=O)cc1C(=O)Nc1cccc(S(=O)(=O)N2CCCCCC2)c1 | 3
O=C(N/N=C/c1ccc([N+](=O)[O-])o1)c1cc(-c2cccc(Br)c2)nc2ccccc12 | -2
COc1ccc(S(=O)(=O)N(C)C[C@@H]2Oc3c(NC(=O)Nc4ccccc4)cccc3C(=O)N([C@@H](C)CO)C[C@H]2C)cc1 | -6
CCCCCn1cc(CCC(=O)Nc2ccc(Oc3cccnc3)cc2)c2ccccc21 | -1

An excerpt from above in order of the TbREL1 primary value, descending:
SMILES | TbREL1 primary
Cc1nn(C)c(C)c1Nc1ccc(N2C(=O)C3CC=CCC3C2=O)cc1[N+](=O)[O-] (stereo not given) | 8
CCc1nnc2c(N(C)S(=O)(=O)c3ccc(C)cc3)nc3ccccc3n12 | 2
COCCCn1cc(CN2CC(N(C)C)CS2(=O)=O)nn1 (stereo not given) | -1
O=C(N/N=C/c1ccc([N+](=O)[O-])o1)c1cc(-c2cccc(Br)c2)nc2ccccc12 | -2
COc1ccc(S(=O)(=O)N(C)C[C@@H]2Oc3c(NC(=O)Nc4ccccc4)cccc3C(=O)N([C@@H](C)CO)C[C@H]2C)cc1 | -6

Remaining list, next part:
SMILES | TbREL1 primary
Cc1ccc(C)c(-n2c(CNC(=O)c3ccco3)nnc2SCC(=O)N2CCc3ccccc32)c1 | -1
CCOC(=O)c1cc2c(=O)[nH]ccc2nc1C(F)(F)F | -1
CC(C)CCNC(=O)C1CC(c2ccccc2[N+](=O)[O-])=NO1 (stereo not given) | 4
COc1ccc(S(=O)(=O)Nc2cccc(N(C)S(C)(=O)=O)c2)cc1C | -1
CCOc1nc(Nc2ccc(OC)c(Cl)c2)nc(N2CCN(c3ccc(OC)cc3)CC2)n1 | -1
Cc1ccc(CCN2C(=O)CCC2(C)C(=O)NCc2cccnc2)cc1 (stereo not given) | 0
Oc1ccc(NC(=S)N=Nc2c(O)[nH]c3ccc(Br)cc23)cc1 | 2
CCN(CC)Cc1c(C(=O)N/N=C/c2cccc(OCc3ccc(F)cc3)c2)nnn1-c1nonc1N | 2
CC(NC(=O)c1cccc(S(=O)(=O)N2CCc3ccccc3C2)c1)c1ccco1 (stereo not given) | -6
COc1ccccc1NC(=S)NC(=O)c1ccc(-c2ccc(Cl)cc2)o1 | 1
O=C(COC(=O)c1ccc(Cl)c(S(=O)(=O)N2CCCCC2)c1)NCC1CCCO1 (stereo not given) | -2
Cc1c(Cc2ccccc2)c(=O)oc2cc(OCC(=O)c3ccccc3)ccc12 | 0
CCn1cc(C(=O)N2CCOCC2)c(=O)c2cc(S(=O)(=O)N(C)C)ccc21 | 1
COc1cc(O)c(C(CCN2CCOCC2)c2cc(OC)c(OC)c(OC)c2)c(OC)c1 (stereo not given) | 0
COc1ccc(NC(=O)Nc2cccc3c2O[C@@H](CN(C)CC2CCCCC2)[C@@H](C)CN([C@H](C)CO)C3=O)cc1 | 0

Following part.
SMILES | TbREL1 primary
O=C1NC[C@@H](Cc2cccc3ccccc23)N(CCc2cc(C(F)(F)F)cc(C(F)(F)F)c2)C1=O | -1
COc1cccc(/C=N/NC(=O)c2cnccn2)c1OC | 1
CN(C(=O)c1cnccn1)c1nnc(-c2cnccn2)s1 | 2
N#Cc1ccc(OCC(=O)N/N=C/C2CC=CCC2)cc1 (stereo not given) | 2
COc1ccc(N2CCN(c3oc(COc4ccccc4)nc3C#N)CC2)cc1 | -2
COc1ccc2c(=O)c(-c3nc(C)cs3)coc2c1 | -2
O=C(N/N=C\c1ccc(F)cc1)c1csnn1 | 2

High-throughput results: PubChem BioAssay, The Scripps Research Institute Molecular Screening Center

A portion of the library. The share of hits here may be higher or lower than overall.
